LYP phosphatase: inhibitors of LYP phosphatase, biochemical, fluorescence intensity, uHTS (AID 1779); recombinant LYP phosphatase, fluorescence intensity; higher % means a stronger effect; inhibition, % at 11.5 µM; hits with a dose series show IC50 in µM; hit rate 0.054% among 290,000; Tyrosine-protein phosphatase non-receptor type 22 (Homo sapiens);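 further: plate controls were vehicle with enzyme for no effect and no enzyme for full effect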
XIAP displacement: XIAP antagonists, biochemical, IAP family, fluorescence polarization (AID 1018); E3 ubiquitin-protein ligase XIAP (Homo sapiens); XIAP BIR domain, fluorescence polarization peptide displacement; higher % means a stronger effect; displacement, % at 20 µM; hits with a dose series show IC50 in µM; hit rate 0.007% among 200,000; in the data active means displacement above about 50%; further: a part of the inactive calls stands beside numbers as strong as those of hits
P. falciparum M17LAP: P. falciparum M17LAP inhibitors, primary screen, biochemical, fluorogenic H-Leu-NHMec substrate, 1536-well (AID 1619) | Leucine aminopeptidase (Plasmodium falciparum (isolate 3D7)) | hit rate 0.38% among 220,000 | inhibition, % at 30 µM; hits with a dose series show IC50 in µM | recombinant M17LAP, H-Leu-NHMec fluorogenic kinetic assay; higher % means a stronger effect;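 active means compound inhibiting the enzyme by more than half at any dose during confirmatory dose-response retesting; inconclusive means strong single-dose inhibitors picked by rank but not retested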;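 further: plate controls were full reaction with DMSO carrier for no effect and no enzyme background for full effect; strong numbers were not always called active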
Lipid droplet: inhibitors of hepatocyte lipid droplet formation, primary screen, imaging, high-throughput imaging, BODIPY stain | AML12 mouse hepatocytes, oleate lipid droplets | inhibition, % at 6.5 µM | hit rate 0.4% among 240,000 | AID 1656, 2009;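 active means lipid droplet intensity inhibited by at least 50%, with more than 500 cells counted; inconclusive means wells with under 300 cells, treated as cytotoxic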
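Assay system: AML12 mouse liver cells | Compound: 6.5 µM single-point dosing | Schedule: Overnight exposure | Technique: Fluorescence imaging, 20x objective, two fields per well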
SIAH1 antagonists: Siah-1 peptide-binding antagonists, primary screen, biochemical, fluorescence polarization, rhodamine-plectin, uHTS (AID 1817). E3 ubiquitin-protein ligase SIAH1 (Homo sapiens). Siah-1 / rhodamine-plectin peptide fluorescence polarization; higher % means a stronger effect. displacement, % at 20 µM, or IC50 in µM where a hit was titrated. hit rate 0.02% among 290,000;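 active means displacement of at least 50% at 20 µM, with a fluorescence ratio check between 0.3 and a set limit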;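 further: plate controls were Siah plus tracer with DMSO for no effect and tracer alone without Siah for full effect; strong numbers were not always called active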
CSM14.1 death rescue: rescue of cells from ER stress-induced death, primary screen, 384-well, CSM14.1, thapsigargin, ATP luminescence (AID 1222) | cellular ATP content (survival), % at 20 µM; hits with a dose series show EC50 in µM | CSM14.1 thapsigargin-induced death rescue, ATP luminescence; higher % means a stronger effect | 190,000 tested, under 10 active;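 active means EC50 below 50 µM in the dose-response confirmation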;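 further: death triggered by thapsigargin at about 15 µM added after 2 h compound pretreatment; cell ATP read after overnight thapsigargin exposure of roughly 18 to 22 hours; normalized against plate controls of thapsigargin alone and 5% DMSO vehicle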
P. falciparum M1AAP: P. falciparum M1AAP inhibitors, biochemical, fluorogenic H-Leu-NHMec substrate, 1536-well (AID 1445); Aminopeptidase N (Plasmodium falciparum (isolate 3D7)); recombinant M1AAP, H-Leu-NHMec fluorogenic kinetic assay; higher % means a stronger effect; inhibition, % at 30 µM, or IC50 in µM where a hit was titrated; hit rate 0.42% among 220,000;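 active means primary inhibition above the hit cutoff, then over 50% inhibition at one or more dose response concentrations, cut at about 23% in these data, passing the limit was not always enough; inconclusive means conflicting primary data, or primary hits not chosen for dose response; inactive means low primary inhibition, or under 50% at every dose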;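 further: plate controls were DMSO full reaction for no effect and no enzyme background for full effect; strong numbers were not always called active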
AID2073: inhibitors of Mint1-CaV2.2 protein interaction, biochemical, HTRF (AID 2073) | HTRF protein-protein interaction, Mint1-CaV2.2; higher % means a stronger effect | Voltage-dependent N-type calcium channel subunit alpha-1B (Homo sapiens) | hit rate 0.19% among 290,000 | inhibition, % at 20 µM; hits with a dose series show IC50 in µM; in the data active means inhibition mostly above about 51%, no sharp cut-off; inconclusive means no clear call, values can overlap the other calls; inactive means mostly below about 53%; further: some results filed as inactive read as strong as hits
HEK293 NOD2/NF-kB: NOD2 signaling inhibitors, cell-based, luminescence, uHTS, HEK293 (AID 1566) | HEK293 NOD2/NF-kB luciferase reporter, luminescence; higher % means a stronger effect | inhibition, % at 4 µM, or EC50 in µM where a hit was titrated | hit rate 0.63% among 290,000; further: many of its hits are not listed in these tables
Lipid droplet cells 6.5 µM: second read-out of Lipid droplet, no call of its own (marks repeat the call); cell count; measured here: cell count, cytotoxicity flag;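 cells counted across two imaged fields per well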
Active calls of the source: *; ? = inconclusive; · = not tested or not shown; & = joins results of further samples; ! = a repeat was not active. Unless noted, no stated cut-off is given here; in the data, active means inhibition above about 50%; inactive means the rest. An excerpt; rates above refer to the full screens.

Sequence of screens – LYP phosphatase	XIAP displacement	P. falciparum M17LAP	Lipid droplet	Lipid droplet cells 6.5 µM	SIAH1 antagonists	CSM14.1 death rescue	P. falciparum M1AAP	AID2073	HEK293 NOD2/NF-kB
- COc1cc2c(cc1OC)CN(C(=S)Nc1ccc(C)cc1C)CC2
→ -4.3%	-1.6%	4.7%	13.7	635	1.2%	-1.0%	3.5%	-12.0%	10.0%
- CCOC(=O)N1CCC(NC(=O)c2ccccc2C(=O)O)CC1
→ -9.7%	·	11.0%	6.9	654	2.8%	·	3.8%	-1.2%	12.6%
- CCN(CC)S(=O)(=O)c1ccc(C(=O)NC2=C(C(=O)OC)SCC2)cc1
→ 0.0%	-0.6%	-0.1%	·	·	8.3%	2.2%	16.1%	-1.0%	10.3%
- COc1cccc(COC(=O)C2CCN(C(=O)c3ccccc3C)CC2)c1OC
→ -4.5%	·	·	0.0	822	-1.2%	·	·	7.5%	9.6%
- Cc1ccc(-c2noc(CCC(=O)NCc3ccco3)n2)cc1
→ -7.0%	-6.1%	8.8%	-6.7	691	-6.5%	-3.3%	-2.8%	10.9%	-7.0%
- Cc1nc(N2CCN(Cc3ccccc3)CC2)nc2c1CCC2
→ -5.9%	-3.9%	-2.6%	33.8	726	3.7%	·	-2.7%	-1.1%	-4.1%
- Cc1cccc(OCC(=O)NNC(=O)c2ccc([N+](=O)[O-])cc2)c1
→ 0.6%	-3.7%	1.3%	-14.3	690	-6.4%	-3.4%	-0.8%	3.2%	2.3%
- C#CCOC(=O)C(NC(=O)c1ccccc1)=C(C)C
→ -6.1%	-4.0%	-5.0%	-9.7	763	-2.5%	0.9%	3.4%	18.8%	11.0%
- CS(=O)(=O)c1ccccc1-c1nnc(NC(=O)Cc2ccccc2)o1
→ -2.8%	·	·	0.1	674	-0.7%	·	·	4.7%	11.5%
- O=C(OC1CCN(c2ncc(C(F)(F)F)cc2Cl)CC1)c1cccc(C(F)(F)F)c1
→ 1.0%	-19.0%	-5.6%	·	·	1.2%	2.1%	5.2%	5.5%	4.1%
- CCOC(=O)c1c(CN2CCOCC2)n(C)c2cc(Br)c(O)c(CN(C)C)c12
→ -2.5%&-3.0%	-2.0%&-4.8%	9.2%&6.4%	10.0	761	-6.5%&2.5%	-0.1%	3.4%&3.0%	-21.3%&0.2%	18.0%&14.6%
- CCCN(CCC)CCCNC(=O)Cn1cnc2sc(C)c(S(=O)(=O)N3CCCCC3)c2c1=O
→ -7.7%	·	·	5.4	843	-0.8%	·	·	-4.4%	1.8%
- Cc1nc2nc[nH]n2c(=O)c1CCC(C)C
→ -6.2%	-4.2%	-2.8%	-2.3	707	-8.1%	-2.0%	1.5%	4.0%	-4.6%
- O=C(COc1ccccc1Cl)Nc1ccc(CN2CCOCC2)cc1
→ -6.1%	·	·	25.3	774	4.2%	·	·	-4.3%	-8.6%
- O=c1[nH]cnc(O)c1N=Nc1ccccc1
→ -5.9%	·	·	20.4	866	-1.0%	·	·	-0.9%	-32.9%
- Cc1cc(N2CCN(C(=O)c3ccco3)CC2)n2nc(C)nc2n1
→ 1.1%	1.0%	-13.4%	8.3	763	1.6%	-3.7%	3.3%	4.6%	17.0%
- Cc1ccc(-n2c(O)c(C=Nc3cc(C)on3)c3ccccc3c2=O)c(C)c1
→ -5.9%	-4.8%	-40.2%	-10.9	318	-0.9%	-3.2%	14.5%	39.5%	11.8%
- Nc1ccc(N2CCCCC2)c(S(=O)(=O)Nc2ccccc2Cl)c1
→ 1.3%	·	6.3%	8.5	735	11.2%	·	3.1%	-32.4%	9.6%
- CN(c1ccc([N+](=O)[O-])cc1/C=N/NC(=O)COc1ccccc1)C1CCCCC1
→ -1.0%	-37.7%	-17.5%	22.3	583	8.6%	2.0%	3.4%	21.4%	-16.7%
- CCCS(=O)(=O)c1c(S(=O)(=O)CCC)c2c(C)cccn2c1C(=O)OC
→ -7.7%	-0.4%	-8.4%	·	·	-0.7%	-1.4%	-1.5%	6.8%	8.0%
- Cc1c(C(=O)Nc2ccc3c4c(cccc24)CC3)cccc1[N+](=O)[O-]
→ 4.8%	-1.9%	-10.4%	-15.9	585	-1.9%	-2.2%	6.2%	3.8%	-1.6%
- CCn1ncc(Br)c1C(=O)Nc1ccc(F)c([N+](=O)[O-])c1
→ -11.1%	-2.8%	10.4%	35.0	645	-1.2%	2.7%	6.2%	-6.6%	8.8%
- Cc1cc(C)nc(N2CCCC(C(=O)Nc3nnc(C(C)C)s3)C2)n1 (stereo not drawn)
→ -5.5%	-0.4%	11.3%	6.6	741	0.6%	-1.5%	2.4%	26.2%	10.7%
- COc1ccc(NC(=O)Cn2c(=O)oc3cc(Cl)ccc32)c(OC)c1
→ 3.5%	·	·	24.3	785	2.5%	·	·	12.2%	13.7%
- Cc1c(OC(C)C(=O)NCc2ccccn2)ccc2c3c(c(=O)oc12)CCCC3 (stereo not drawn)
→ -2.8%	·	·	-15.1	671	0.4%	·	·	-3.1%	14.0%
- Cc1ccc2nc(-c3ccncc3)c(NC3CCCCC3)n2c1
→ -10.4%	-8.2%	-2.2%	11.1	695	1.9%	-1.0%	9.8%	9.7%	6.0%
- CCOC(=O)c1cc(NC(=O)Nc2ccc(Br)cc2)c(C)nc1C
→ -0.9%	2.5%	-3.8%	4.8	723	12.3%	1.4%	3.0%	0.1%	12.6%
- Cc1ccc(CN2CCc3c(OCc4ccc(F)cc4)cccc3C2=O)cc1
→ 0.2%	-0.8%	1.9%	7.1	536	0.0%	0.1%	2.1%	8.3%	9.4%
- FC(F)(F)c1ccc(N2CCN(c3ncnc4c3nnn4Cc3ccccc3Cl)CC2)cc1
→ -7.7%	-1.3%	-4.1%	-3.4	675	-3.5%	1.6%	-3.6%	7.8%	20.8%
- CN1C(=O)CC(N2CCN(C(c3ccccc3)c3ccccc3)CC2)C1=O (stereo not drawn)
→ 0.5%	-2.6%	-7.4%	1.2	761	0.5%	1.4%	7.7%	-5.3%	2.4%

Continuation:
Sequence of screens – LYP phosphatase	XIAP displacement	P. falciparum M17LAP	Lipid droplet	Lipid droplet cells 6.5 µM	SIAH1 antagonists	CSM14.1 death rescue	P. falciparum M1AAP	AID2073	HEK293 NOD2/NF-kB
- CCNC(=S)N(CCc1c(C)[nH]c2ccc(C)cc12)Cc1cccnc1
→ -4.8%	·	·	-18.0	864	-5.1%	·	·	-28.7%	0.7%
- O=C(CSc1nc2nc(-c3cccs3)cc(C(F)(F)F)c2c(=O)[nH]1)NCc1ccco1
→ -13.2%	-7.2%	?	·	·	5.8%	-0.4%	103µM*!	25.9%	-9.7%
- CN(C)C(=O)CSc1nnc(-c2cnccn2)n1C
→ -8.7%	-2.8%	8.1%	1.8	824	-4.7%	-1.5%	-3.2%	19.0%	20.2%
- CCOCCCn1c(SCC(=O)Nc2ccc(OC)cc2)nc2ccccc2c1=O
→ -3.9%	·	·	31.1	827	-2.7%	·	·	-10.0%	-8.2%
- COc1ccc(OC(=O)CCCN2C(=O)c3ccccc3C2=O)cc1
→ 1.7%	-5.7%	8.2%	-9.2	694	3.9%	·	4.2%	-3.3%	-2.1%
- O=C1/C(=C/c2ccc(F)cc2)SC(=S)N1CC(=O)N1CCCCC1c1cccnc1 (stereo not drawn)
→ 8.9%	·	·	-22.0	676	2.3%	·	·	16.1%	18.5%
- c1ccc(-n2cc(CN3CCCC3)c(-c3ccc4c(c3)OCO4)n2)cc1
→ -6.4%	-4.7%	·	-10.3	690	3.3%	-3.6%	·	4.2%	-11.4%
- COCCCN1C(=O)c2ccc(C(=O)N3CCN(c4ccccc4OC)CC3)cc2C1=O
→ -13.5%	·	·	-2.6	697	-0.9%	·	·	-3.3%	14.7%
- CSc1nc(Cl)c(Cc2ccc(OC(C)C)cc2)c(N(C)C)n1
→ -4.3%	-5.4%	-4.5%	9.3	626	0.4%	0.8%	-2.1%	8.4%	4.8%
- Nc1c(C(=O)N2CCCCCC2)oc2ccccc12
→ -8.8%	·	·	-3.4	737	1.1%	·	·	26.6%	11.1%
- CCOC(=O)C1CCCN(C(=O)Cn2nc(C)n3c(cc4c(OC)cccc43)c2=O)C1 (stereo not drawn)
→ -16.8%	·	·	8.5	753	-0.1%	·	·	11.4%	24.8%
- CC(C)(C)Cc1cc(N)on1
→ -5.4%	-7.5%	-8.6%	15.5	639	5.3%	-2.9%	-3.5%	10.9%	14.1%
- COC(=O)C1=C(C)N(C)C(=S)N(C)C1c1cccc(Br)c1 (stereo not drawn)
→ 1.8%	-7.7%	-6.8%	-6.9	639	3.4%	-0.2%	0.9%	15.8%	12.8%
- NC(=O)CN1C(=O)C2C3c4ccccc4C(c4ccccc43)C2C1=O (stereo not drawn)
→ -0.7%	-6.5%	-12.0%	·	·	0.6%	-0.5%	-3.0%	-1.4%	3.7%
- CCC(C)[C@H](NC(=O)N1CC(=O)Nc2ccccc21)C(=O)N1CCC[C@@H]1C(=O)O (stereo partly drawn)
→ -5.8%	·	·	·	·	-3.1%	·	·	10.7%	8.4%
- CN(C[C@@H](CC1CCCCC1)N(C[C@H](Cc1ccccc1)N(CCc1ccccc1)N=O)N=O)N=O
→ 9.9%	-7.7%	-2.1%	-29.8	653	6.3%	-1.8%	0.1%	7.7%	-24.1%
- CCn1c(NC(=S)Nc2ccccc2)nc2ccccc21
→ 8.8%	1.9%	-2.5%	·	·	-1.6%	0.1%	-13.1%	39.6%	-22.2%
- CN1CCN(C(=O)/C(=C/c2cccs2)NC(=O)c2ccco2)CC1
→ -7.2%	0.5%	·	-4.9	686	-0.2%	3.9%	·	-5.8%	-2.8%
- COc1ccc(S(=O)(=O)N2CCCCC2)cc1
→ -4.8%	-0.3%	-10.2%	·	·	6.7%	0.5%	4.0%	-6.6%	10.3%
- CCOC(=O)c1ccc(NC(=O)c2ccco2)cc1
→ -9.5%	·	·	4.8	811	5.3%	·	·	2.0%	-35.8%
- COc1ccc(Cl)cc1C(=O)Nc1ccc(N(C)C(C)=O)cc1
→ -3.3%	-1.6%	-1.9%	36.1	808	-7.4%	-3.0%	0.7%	-0.7%	-0.6%
- COC(=O)c1ccc2nccnc2c1
→ -1.8%	·	-4.4%	-8.2	725	-0.4%	·	-0.1%	-9.7%	6.6%
